High-throughput results from PubChem BioAssay.
GLP-1R inv ag: qHTS of GLP-1 Receptor Inverse Agonists (Inhibition Mode) | 410,000 compounds, 1.6% hits | HEK293 GLP-1R CRE-luciferase, luminescence, 24 h; GLP-1R form is constitutively active | Potency, µM (top dose mostly 38.3 µM), for the others: at the highest dose activity change, negative = inhibition, usual class: inhibitors | AID 624417, 2012; note: potency is the fitted concentration of half-maximal effect; % is set by controls: 0 for no effect and ±100 for the full control effect; nearly all actives have a fitted effect of over 55% in size
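qHTS in 1536-well format: reporter HEK293 cells expressing constitutive GLP-1R activity in DMEM + 10% Nu serum, 24 hr with compounds at 37 deg C, luminescence read after 12 min with detection reagent.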
GLP-1R agonist: qHTS of GLP-1 Receptor Agonists; Glucagon-like peptide 1 receptor (Homo sapiens), P43220; HEK293 GLP-1R CRE-luciferase, luminescence, 4-6 h; cells express a hypersensitive GLP-1R form; Potency, µM (doses to about 45.6 µM), for the others: at the top dose activation, hits mostly activators; 380,000 compounds, 0.007% hits; AID 624172, 2012; note: potency is the fitted concentration of half-maximal effect; % of control where 0% means no effect
PTHR1 ag: qHTS for PTHR1 Agonists: Primary Screen; AID 743266, 2014; HEK293 GP2 PTHR1 cells, GloSensor cAMP luminescence, 1 h; 410,000 compounds, 0.075% hits; Parathyroid hormone/parathyroid hormone-related peptide receptor (Homo sapiens), Q03431; Potency, µM (series often up to 115 µM), for inactives: at the highest dose activation, actives largely listed as activators; note: potency is the fitted concentration of half-maximal effect; nearly all actives have a fitted effect of over 55% in size; some results filed as inactive show a strong effect at the top dose; inactives centre near -15; many of its hits are not listed in these tables
Target sequence (Q03431 whole entry, looked up): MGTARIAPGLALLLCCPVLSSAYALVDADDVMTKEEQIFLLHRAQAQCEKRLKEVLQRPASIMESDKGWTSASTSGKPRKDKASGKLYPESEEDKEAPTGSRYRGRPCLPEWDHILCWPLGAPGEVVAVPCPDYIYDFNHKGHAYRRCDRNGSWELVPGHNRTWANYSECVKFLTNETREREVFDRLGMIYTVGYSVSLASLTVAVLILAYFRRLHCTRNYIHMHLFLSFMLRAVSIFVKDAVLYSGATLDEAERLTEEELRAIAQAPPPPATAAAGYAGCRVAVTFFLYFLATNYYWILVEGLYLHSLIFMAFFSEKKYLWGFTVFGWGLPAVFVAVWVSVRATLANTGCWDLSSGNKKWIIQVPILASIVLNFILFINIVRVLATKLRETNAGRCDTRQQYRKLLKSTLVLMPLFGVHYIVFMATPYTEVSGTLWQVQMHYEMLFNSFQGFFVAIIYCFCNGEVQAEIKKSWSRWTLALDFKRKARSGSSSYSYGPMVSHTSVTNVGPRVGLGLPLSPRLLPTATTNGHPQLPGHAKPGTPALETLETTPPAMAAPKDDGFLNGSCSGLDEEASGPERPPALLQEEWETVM
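HEK-293-derived GP2 cells expressing PTHR1 and a GloSensor cAMP reporter, 3,000/well, plated overnight, given luciferin plus IBMX (each 0.5 mM as added) for 1 h at 37 °C, then compound for 1 h at 37 °C. Luminescence was read after 15 min at room temperature.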
KB-V1 MDR tox: qHTS assay for MDR1-selective chemotherapeutics: Primary screen using the drug-selected MDR subline cells KB-V1. AID 1347076, 2019. KB-V1 MDR cells viability, CellTiter-Glo, 72 h. Potency, µM (top dose mostly 46.1 µM), for inactives: top-dose activity change, negative = cytotoxicity, hits mostly cytotoxic. 400,000 compounds, 3.4% hits; note: potency is the fitted concentration of half-maximal effect; % is set by controls: 0 for no effect and ±100 for the full control effect; nearly all actives have a fitted effect of over 60% in size
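KB-V1, DMEM (no phenol red) + 10% FBS; cpd pin-transferred, titration series; 72 h, 37 degrees C; CellTiter-Glo, luminescence. Data normalized, curve-fit.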
D3 ag: qHTS of D3 Dopamine Receptor Agonist: qHTS. D(3) dopamine receptor (Homo sapiens), P35462. D3R DiscoveRx beta-arrestin cells, luminescence, 90 min. max activation, %. 410,000 compounds, 0.58% hits. AID 652048, 2013; in the data active = max activation above about 30%; note: 0% is about no effect; mostly tested at two doses, the higher about 12 µM
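Agonist-mode cell screen: cells plated at 1500/well and incubated overnight at 37 °C, then exposed to library compounds for 90 min at 37 °C. Detection reagent was added for 30–60 min at room temperature, and luminescence was read.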
DRD3 antagonist: qHTS of D3 Dopamine Receptor Antagonist: qHTS; D3R cells, DiscoveRx beta-arrestin luminescence, antagonist mode; active compounds read low; max response, negative = inhibition, %; 360,000 compounds, 2.5% hits; AID 652054, 2013; in the data active = max response below about -50%; inconclusive = no clear call, values can overlap the other calls; note: % is set by controls: 0 for no effect and ±100 for the full control effect; mostly tested at two doses, the higher about 12 µM
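Cells plated overnight at 1500 cells/well, then exposed to library compounds with dopamine controls for 90 minutes at 37 degrees C. DiscoveRx reagent added for 30–60 minutes at room temperature; luminescence read, quantitative HTS format.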
TDP-43 yeast inh: qHTS of TDP-43 Inhibitors. TDP-43 expressing yeast growth rescue, BacTiter-Glo, 24 h. Potency, µM (doses to about 46.1 µM), for the others: at the top dose growth rescue (activation), most hits filed as activators. 410,000 compounds, 1.8% hits. AID 652104, 2013; note: potency is the fitted concentration of half-maximal effect; % of control where 0% means no effect; nearly all actives have a fitted effect of over 50% in size
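Yeast cells expressing TDP-43 under galactose induction are exposed to compounds for 24 hr at 30 deg C. BacTiter-Glo luminescence measures growth, so protective compounds score as activators.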
aSyn yeast inh: qHTS of alpha-syn Inhibitors | Yeast expressing alpha-synuclein, growth rescue, BacTiter-Glo, 24 h | Potency, µM (series often up to 46.1 µM), inactives show at the highest dose growth rescue (activation), actives largely listed as activators | 370,000 compounds, 0.14% hits | AID 652106, 2013; note: potency is the fitted concentration of half-maximal effect; % of control where 0% means no effect; nearly all actives have a fitted effect of over 65% in size
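Readout is rescue of growth in alpha-synuclein-expressing yeast, so inhibitors of toxicity appear as activators. Growth after 24 hr at 30 deg C in galactose medium is quantified by luminescence.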
GLP1R cytotox: qHTS of GLP-1 Receptor Inverse Agonists: Cytotox Screen. 410,000 compounds, 0.13% hits. AID 624418, 2012. Potency, µM (top dose mostly 38.3 µM), inactives show at the highest dose activity change, negative = inhibition, actives largely listed as inhibitors. HEK293 cAMP-luciferase reporter cells, luminescence, 24 h;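 note: loss of luciferase light is scored as toxicity; potency is the fitted concentration of half-maximal effect; % is set by controls: 0 for no effect and ±100 for the full control effect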
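A 23 nL compound transfer followed 12 hours of cell culture at 37 deg C; exposure then lasted 24 hr. Luciferase assay detection reagent was dispensed and plates read for luminescence after a 12 min room-temperature wait.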
* hit, by the source's call; i = inactive; ? = inconclusive; . = not tested or not shown; [ ] = another dose, or the depositor's remark. Unless noted, calls come from the whole dose curve; as a rule, active = well fitted curve in the direction sought with a large enough effect; inconclusive = small, poorly fitted or top-dose-only effect, or another doubt; inactive = no such curve, though single readings can be large; an effect the other way counts as inactive or inconclusive. Not all compounds are listed (hit frequency here may not be typical).

SMILES	GLP-1R inv ag	GLP-1R agonist	PTHR1 ag	KB-V1 MDR tox	D3 ag	DRD3 antagonist	TDP-43 yeast inh	aSyn yeast inh	GLP1R cytotox
Nc1ccc(-c2nnnn2-c2ccc(N)cc2)cc1	10%	12%	i	-7%	1	-2	0%	1%	-4%
CCOc1ccc(S(=O)(=O)Nc2ccc3c(c2)CCCN3S(=O)(=O)c2ccc(C)cc2)cc1	?	.	-10%	-8%	-5	.	0%[9.22 µM]	.	-8%
O=C(NN=Cc1cc(Cl)ccc1[N+](=O)[O-])c1ccco1	15%	4%	i	15µM*	-1	-7	12%	1%	10%
Cc1ncc([N+](=O)[O-])n1CC(=O)Nc1cccc(C(F)(F)F)c1	-25%	-5%	i	-3%	-1	-6	0%	-1%	-5%
CCCc1nc2ccc(Cl)cn2c1Cc1cccc(Cl)c1	?	-5%	-5%	-16%	-5	0	-28%	10%	-9%
C(=N\Nc1nc2ccccc2[nH]1)/c1ccc2c(c1)OCCO2	?	-7%	-33%[inhibitor]	-17%	-2	3	-2%	-3%	-24%
Cc1ccc(S(=O)(=O)N2[C@@H](c3cccc(Cl)c3)C(C(=O)OC(C)(C)C)=CC[C@H]2c2cccc(Cl)c2)cc1	8%	-3%	-14%	8%	-9	0	1%	0%	-4%
N#C/C(C(N)=O)=C1/SC=C(c2ccccc2)N1c1ccccc1	-7%	1%	-3%	-15%	-4	2	-10%	-1%	7%
Cc1cc2oc(=O)cc(CN3CCCCC3C)c2c(C)c1Cl (stereo not drawn)	0%	-5%	i	-19%	2	-12	21%	1%	-15%
COc1cc(Nc2nc3c(S(=O)(=O)c4ccc(C)c(C)c4)nnn3c3ccsc23)cc(OC)c1	4%	.	20%	.	3	.	17%	.	3%
COc1ccc(C(C)=O)cc1CSc1nc2ccccc2c(=O)n1-c1cccc(C)c1	?	10%	i	-14%	8	-7	-13%	-2%	-7%
COc1ccccc1-n1ccnc(SCC(=O)NCc2ccccc2Cl)c1=O	4%	0%	i	21µM*	2	2	23%	-8%	-9%
CC1CN(S(=O)(=O)c2cccc(C(=O)N(C)C3CCN(C)CC3)c2)CC(C)O1 (stereo not drawn)	-14%	-7%	2%	5%	-3	4	4%	5%	0%
COc1ccccc1-c1nc2c3ccccc3nc(=S)n2[nH]1	?	5%	-12%	-3%	3	-11	14%	-2%	?
O=C1C(O)CC2c3ccccc3CC3(CCCC3)N12 (stereo not drawn)	-18%	-3%	i	9%	5	-14	7%	-4%	4%
COc1ccc2[nH]cc(C3N4CC5(C)CN3CC(C)(C4)C5=O)c2c1 (stereo not drawn)	2%	3%	-15%[57.5 µM]	-9%	-5	-19	-12%	0%	4%
CCN(CC(=O)Nc1ccccc1SC)Cc1nc2ccccc2c(=O)[nH]1	?	14%	-4%	-16%	-14	6	-8%	0%	?
Cc1ccc(C2CC(c3cccs3)=NN2S(=O)(=O)c2ccc(C)cc2)cc1 (stereo not drawn)	-27%	-6%	-4%	?	2	-11	-3%	-12%	-4%[1.53 µM]
Cc1cc(-n2c(SCC(=O)Nc3ccc(Br)cc3)nc3n[nH]c(C)c3c2=N)ccc1Cl	?	6%	i	-1%	0	-17	-10%	0%	?
S=C(c1ccc(N2CCOCC2)cc1)N1CCOCC1	30%	-4%	-12%	-3%	-2	-11	-2%	-38%[inhibitor]	3%
CCCCCCNC(=O)CC(NS(=O)(=O)c1ccc(NC(C)=O)cc1)C(C)C (stereo not drawn)	2%	6%	i	14%	-6	-19	-23%	19%	-3%
CN(C)c1ccc(S(=O)(=O)NCC(=O)NCc2ccccc2)cc1[N+](=O)[O-]	1%	10%	i	0%	-2	-5	5%	-15%	-22%
Cc1nc2c(C)cccn2c1/C(O)=C1\C(=O)C(=O)N(CCN2CCOCC2)C1c1cccs1 (stereo not drawn)	0%	3%	-21%[57.5 µM]	-16%	19	15	-19%	-12%	-9%
CC1CCN(C(=O)CSc2nnc(-c3cccnc3)o2)CC1	3%	17%	i	7%	2	5	8%	4%	-6%
COc1cccc(C(C(=O)NCC2CCCO2)N(C(=O)Cn2nnc3ccccc32)c2ccccc2C(C)=O)c1OC (stereo not drawn)	7%	14%	i	-29%	-2	3	-18%	-4%	-2%
Cc1ccc(NC(=O)CN2CCN(Cc3ccccc3)CC2)cc1Cl	?	-3%	-29%	-23%	-16	16	-21%	7%	0%
